PolyA inhibitor = yeast polyadenylation inhibition; S. cerevisiae SKY197-pL101 polyadenylation reporter, beta-gal luminescence; efflux-impaired pdr1/pdr3 knockout yeast; score 100 = 6 SD above DMSO; calls only at 12 µM; 300,000 compounds, 0.02% hits;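 active = lowest replicate activity score at least 50, where 100 means six control SD above control mean; inconclusive = lowest score under 50 but half or more replicates reach 50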;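 note: yeast exposed to compound for 9 h at 30 °C; higher score means more reporter readthrough which indicates perturbed polyadenylation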
HSF1 inhib = HSF1 inhibition | NIH3T3-HGL HSE-luciferase, MG132-induced, luminescence 8 h; hits give low values | activity change, negative = inhibition, % at 7.5 µM (by protocol) | 300,000 compounds, 0.77% hits | AID 2098;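 active = more than half of replicate wells show activity change below -50%, luminescence cut by over half; inconclusive = some wells, but at most half, below -50%; inactive = no replicate well below -50%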;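 note: luciferase reports HSF-1 transcriptional activity via heat shock element; 0% = median of DMSO wells and -100% = zero luminescence signal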
GSK3beta inhib = human GSK3beta kinase inhibition | activity score (negative = inhibition), % at 10 µM | P49841 | GST-GSK3beta kinase, ADP-Glo luminescence, 60 min; hits give low values | 300,000 compounds, 0.038% hits;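 active = more than half of replicate wells score below -50%, meaning over 50% inhibition versus plate controls; inconclusive = some replicates but at most half score below -50%; inactive = no replicate scores below -50%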;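 note: 0% = median DMSO wells and -100% = median GW8510 positive control wells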
Target sequence (P49841 whole entry, looked up): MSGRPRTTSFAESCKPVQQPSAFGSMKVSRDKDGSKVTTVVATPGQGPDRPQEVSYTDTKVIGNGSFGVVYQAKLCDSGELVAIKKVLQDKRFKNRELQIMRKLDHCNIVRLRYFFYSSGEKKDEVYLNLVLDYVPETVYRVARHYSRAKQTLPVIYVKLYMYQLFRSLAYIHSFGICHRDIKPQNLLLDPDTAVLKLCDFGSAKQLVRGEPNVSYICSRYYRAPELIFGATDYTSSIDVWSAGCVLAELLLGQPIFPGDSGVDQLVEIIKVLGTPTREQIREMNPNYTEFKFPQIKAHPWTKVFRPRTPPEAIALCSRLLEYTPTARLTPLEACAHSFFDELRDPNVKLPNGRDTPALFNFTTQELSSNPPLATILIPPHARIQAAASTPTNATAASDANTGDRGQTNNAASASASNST
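Assay system: GST-tagged human GSK3beta kinase, cell-free; Input: 1.6 ng GSK3beta; Medium: Tris/MgCl2 kinase buffer; Timing: 60 min enzyme reaction, room temperature; Signal: ADP-Glo luminescence quantifying ADP generated by kinase; Evaluation: score relative to plate controls; Benchmarks: DMSO neutral wells and GW8510 at 20 µM as positive.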
Platelet DG rel = platelet dense granule release activity. human platelet-rich plasma, SFLLRN dense granule ATP release, luminescence. inhibition, %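 (compounds screened at 7.5 µM in platelet-rich plasma)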. 300,000 compounds, 0.22% hits;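 active = mean replicate score, as percent of positive control, at or above 50; inconclusive = mean below 50 but at least one replicate at or above 50; inactive = mean and every replicate below 50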
HSP90 inh = HSP90 refolding inhibition in rabbit reticulocyte lysate; inhibition, % at 5.6 µM; luciferase refolding luminescence, 3 h; AID 1789; 290,000 compounds, 0.91% hits;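 active = inhibition above the screen-wide mean plus 3 SD, computed separately per campaign, cut at about 16% in these data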;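 note: 0% = DMSO wells and 100% = 60 µM geldanamycin wells; inhibitors lower the luminescence because luciferase stays unfolded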
AI-2 QS modul = modulates the Vibrio harveyi AI-2 quorum sensing system. 300,000 compounds, 0.4% hits. Vibrio harveyi JMH597 AI-2 luminescence/OD600 ratio, 9 h; hits give low values; strain lacks LuxN and CqsS sensors; 0 = neutral-control median. activity change, % at 7.5 µM; in the data active = activity change below about -75%, passing the limit was not always enough; inconclusive = no clear call, values can overlap the other calls;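 note: luminescence divided by OD600 gain over 9 h not by final OD600 alone; inactives centre near 13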
HDAC3 inh = human HDAC3 inhibition | recombinant HDAC3, fluorogenic peptide/trypsin coupled, fluorescence | 320,000 compounds, 0.15% hits | AID 2718 | O15379 | inhibition, % at 8.3 µM; in the data active = inhibition above about 26%, passing the limit was not always enough; inconclusive = no clear call, values can overlap the other calls
Target sequence (O15379 whole entry, looked up): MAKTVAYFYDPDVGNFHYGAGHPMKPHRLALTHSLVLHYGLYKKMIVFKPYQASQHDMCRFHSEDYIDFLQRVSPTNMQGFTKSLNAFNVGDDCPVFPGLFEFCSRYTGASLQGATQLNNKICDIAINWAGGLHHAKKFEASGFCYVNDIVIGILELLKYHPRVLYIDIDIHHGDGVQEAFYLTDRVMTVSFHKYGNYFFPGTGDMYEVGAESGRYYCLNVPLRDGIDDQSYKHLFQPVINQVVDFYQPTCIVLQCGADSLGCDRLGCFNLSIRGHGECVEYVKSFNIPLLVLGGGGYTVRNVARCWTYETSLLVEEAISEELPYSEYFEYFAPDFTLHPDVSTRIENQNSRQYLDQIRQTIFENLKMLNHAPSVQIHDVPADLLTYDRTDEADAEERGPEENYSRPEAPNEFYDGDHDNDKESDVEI
DYRK1A inh = blocks rat Dyrk1A kinase activity. Q63470. ADP-Glo luminescence, NFATc1 peptide. inhibition, % at 12.5 µM. 310,000 compounds, 0.43% hits; in the data active = inhibition above about 50%;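 note: plate controls were vehicle with enzyme for no effect and no enzyme for full effect; many of its hits are not listed in these tables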
GSK3 alpha inh = inhibitors of human GSK-3 alpha kinase | inhibition, % at 10 µM | 320,000 compounds, 0.1% hits | P49840 | ADP-Glo luminescence, 60 min;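 in the data active = inhibition above about 50%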;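 note: GST-tagged GSK-3 alpha with peptide substrate and 25 µM ATP; 0% = DMSO neutral wells and 100% = GW8510 positive control wells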
HSF1 activator = increases HSF-1 driven luciferase reporter signal; NIH3T3-HGL HSF-1 luciferase reporter, MG132, 8 h; 100% = twice DMSO control signal; activation, % at 9 µM; 300,000 compounds, 1.7% hits;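 active = mean replicate activation of at least 50% with a set share of replicates each reaching 50%; inconclusive = only one of those two conditions met; inactive = mean below 50% and too few replicates reaching it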;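 note: 0% = median of the neutral control wells and 100% = twice that signal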
* marks the source's active call; other numbers are inactive results; i = inactive; ? = inconclusive; . = not tested or not shown. These rows are one share of the data; count on the stated rates, not on these rows.

compound | AI-2 QS modul | PolyA inhibitor | HSF1 activator | Platelet DG rel | DYRK1A inh | HSP90 inh | GSK3beta inhib | HDAC3 inh | HSF1 inhib | GSK3 alpha inh
COc1cc(CN2CCCC(CO)(Cc3cccc(Cl)c3)C2)cc2c1OCO2 (centres undefined) | -9 | i | 4 | -1 | -3 | -4 | 3 | . | 1 | -2
CCCc1ccc2oc(C(=O)N3CCC(O)CC3)c(C)c2c1 | 22 | i | 22 | -5 | 0 | 2 | 0 | . | 14 | .
COc1ccc(N2CCN(C3CC(=O)N(c4ccc5c(c4)OCCO5)C3=O)CC2)cc1 (centres undefined) | 34 | i | 2 | 1 | -4 | -2 | 1 | -1 | -7 | 0
Cc1ccc(-c2cc3ccccc3nc2N2CCCC2)cc1 | 11 | i | -21 | -1 | -17 | -2 | 3 | -11 | -6 | 2
O=C(CN1CCN(c2ccc([N+](=O)[O-])cc2)CC1)c1ccccc1 | 0 | i | 0 | -1 | 4 | -1 | -2 | 0 | 3 | -1
COc1ccc(/C=N/NC(=O)c2ccc(COc3ccccc3Cl)o2)cc1 | 11 | i | 26 | 0 | -2 | 0 | -3 | 1 | 21 | -1
COc1cc(Cl)c(CN2CCC(CO)(CCOc3ccccc3)CC2)cc1OC | 12 | i | -8 | 2 | 2 | 5 | 2 | -2 | -2 | 0
CC(C)c1ccc(NC(=O)CSc2nc(=O)n(CCCN3CCOCC3)c3c2CCCC3)cc1 | 6 | i | 44 | 5 | -7 | . | -5 | 3 | 25 | -2
CCCCNS(=O)(=O)c1ccc(S(=O)(=O)NCc2ccncc2)cc1 | 5 | i | -16 | -4 | 2 | -2 | 4 | 2 | -2 | 0
O=C(N/N=C/c1cccc(OC2CSC2)c1)c1ccccc1O | 21 | i | -5 | 14 | 3 | -3 | -4 | -7 | 0 | 9
O=C(CN1CCN(S(=O)(=O)c2ccc(F)cc2)CC1)c1ccc(O)c(O)c1 | 9 | i | -13 | -7 | 0 | 0 | 1 | . | -4 | .
CCN(CC)C(=O)CC(c1ccccc1)c1ccco1 (centres undefined) | 17 | i | 1 | 14 | -2 | 0 | -1 | -4 | 5 | .
O=C1CCc2cc(NS(=O)(=O)c3ccccc3)cc3c2N1CCC3 | -12 | i | 17 | -16 | 18 | . | 3 | 0 | 2 | 1
COc1ccc(Cc2nc3ccc(C(=O)NCCc4ccccn4)cc3o2)cc1OC | 35 | i | 48 | -5 | -3 | 1 | 3 | -2 | 29 | 2
Cc1nc2sc(C(c3ccccc3)N3CCN(C(=O)c4ccco4)CC3)c(O)n2n1 (centres undefined) | 3 | i | 11 | 6 | -7 | -1 | 6 | -3 | -7 | 0
COc1cccc(-c2nnc3n2N=C(C(C)(C)C)CS3)c1 | -5 | i | -66 | -4 | 79* | -2 | 6 | -2 | -63* | .
Cc1ccc(OCCNC(=O)Cc2ccc(F)cc2)cc1 | 15 | i | 36 | -6 | -1 | 3 | -2 | 2 | 18 | 0
Cc1cc(N2CCN(C)CC2)nc2ccc(NC(=S)N3CCOCC3)cc12 | 3 | i | 19 | -7 | -5 | 3 | 5 | -5 | 5 | -2
COC(=O)c1cnn(-c2ccc(Cl)cc2)c1/C=N/NC(N)=S | 13 | i | -5 | -1 | . | -2 | 3 | 7 | -3 | -1
NC(=O)C1CCN(C(=O)CC(c2ccccc2)c2ccccc2)CC1 | 21 | i | 0 | 3 | . | -1 | 2 | ? | -1 | -8
CS(=O)(=O)N(CC(=O)N1CCCCC1)c1ccc2c(c1)OCO2 | 8 | i | 24 | 10 | -5 | 3 | 5 | -4 | 8 | -1
O=C(/C=C/c1cccs1)c1cc(Cl)ccc1O | -17 | i | 18 | -1 | 5 | 0 | -1 | -10 | 6 | 0
CC1C/C(=N/Nc2nc3ccccc3[nH]2)CC(C)(C)C1 (centres undefined) | 14 | i | -61 | -4 | 24 | 6 | 0 | 2 | ? | 1
O=C(Nn1c(=O)[nH]c2ccsc2c1=O)c1ccccc1 | 11 | i | -5 | -1 | -9 | 5 | -1 | 5 | -7 | 1
CS(=O)(=O)c1ccc(-c2cn3cc(C(=O)O)ccc3n2)cc1 | 24 | i | -13 | 11 | 77* | 63* | 2 | -58 | -15 | -2
Cc1cc(NC(=O)CN2CCCCCCC2)no1 | 4 | i | -12 | 5 | 3 | -1 | 6 | -3 | 8 | -1
Cc1ccccc1-c1nnc(-c2ccccc2)o1 | 9 | i | 38 | 4 | -2 | 0 | -4 | -3 | 20 | .
Cn1cc(C(=O)N/N=C/c2ccc(Br)c([N+](=O)[O-])c2)c2ccccc21 | 15 | i | 55* | -1 | . | 4 | 3 | -3 | 23 | -1
O=C(ONC1=NCCCCC1)c1c(F)cccc1F | 9 | i | 43 | 2 | 0 | -2 | -1 | 2 | 14 | 2
COc1cc(-c2noc(C)c2C#Cc2ccc(N)cc2)cc(OC)c1OC | 0 | i | -33 | 7 | -2 | -2 | 0 | 0 | -17 | 0

Reprinted from the part before: 7 entries, followed by the next part.
compound | AI-2 QS modul | PolyA inhibitor | HSF1 activator | Platelet DG rel | DYRK1A inh | HSP90 inh | GSK3beta inhib | HDAC3 inh | HSF1 inhib | GSK3 alpha inh
O=C(Nn1c(=O)[nH]c2ccsc2c1=O)c1ccccc1 | 11 | i | -5 | -1 | -9 | 5 | -1 | 5 | -7 | 1
CS(=O)(=O)c1ccc(-c2cn3cc(C(=O)O)ccc3n2)cc1 | 24 | i | -13 | 11 | 77* | 63* | 2 | -58 | -15 | -2
Cc1cc(NC(=O)CN2CCCCCCC2)no1 | 4 | i | -12 | 5 | 3 | -1 | 6 | -3 | 8 | -1
Cc1ccccc1-c1nnc(-c2ccccc2)o1 | 9 | i | 38 | 4 | -2 | 0 | -4 | -3 | 20 | .
Cn1cc(C(=O)N/N=C/c2ccc(Br)c([N+](=O)[O-])c2)c2ccccc21 | 15 | i | 55* | -1 | . | 4 | 3 | -3 | 23 | -1
O=C(ONC1=NCCCCC1)c1c(F)cccc1F | 9 | i | 43 | 2 | 0 | -2 | -1 | 2 | 14 | 2
COc1cc(-c2noc(C)c2C#Cc2ccc(N)cc2)cc(OC)c1OC | 0 | i | -33 | 7 | -2 | -2 | 0 | 0 | -17 | 0
O=C(N/N=C\c1ccc(F)cc1)c1ccc(Cn2cc(Br)c([N+](=O)[O-])n2)o1 | 37 | i | 6 | 3 | . | -2 | 0 | -4 | 2 | -3
CCn1cc(C(=O)N2CCN(Cc3ccc4c(c3)OCO4)CC2)c(=O)c2ccc(C)nc21 | 2 | i | -4 | 6 | 3 | 4 | 0 | 14 | -5 | 0
COCCCN(C(=O)c1cc(-c2ccco2)nc2ccccc12)c1c(N)n(Cc2ccccc2)c(=O)[nH]c1=O | 12 | i | -6 | -14 | 3 | . | -2 | 1 | 4 | 0
Cn1ccnc1SCC(=O)N1CCN(S(=O)(=O)c2ccccc2)CC1 | 7 | i | 5 | 3 | -1 | 0 | 3 | 1 | -5 | -1
Cc1oc(-c2ccccc2Cl)nc1CS(=O)(=O)CC(=O)NCCc1ccccc1 | 6 | i | 16 | -1 | -4 | -4 | -1 | 10 | 5 | -1
CCCc1ccc(OCc2ccc(C(=O)N3CCN(c4ccccn4)CC3)o2)c(OC)c1 | 23 | i | 33 | -5 | . | -3 | -2 | -9 | 16 | -7
COc1ccc(N2CS(=O)CC2=O)cc1 (centres undefined) | 18 | i | 2 | -1 | -1 | -3 | -1 | 1 | 1 | 4
O=C(CSc1nc2[nH]ncc2c(=O)[nH]1)Nc1ccccc1 | 15 | i | 4 | -7 | -1 | -2 | -4 | -4 | -7 | 3
Nc1cccc2c(O)cccc12 | 5 | i | -50 | 0 | 2 | . | 2 | -7 | -48 | 3
N#Cc1c(-c2ccccc2F)cc(C2CC2)nc1SCC(=O)c1cccs1 | 5 | i | 6 | -6 | -2 | 0 | 3 | -2 | 6 | 2
COc1ccccc1OCCn1c(=O)n(C)c2ccccc21 | 3 | i | 5 | 2 | 14 | -4 | -2 | 2 | -4 | -2
CC(CCc1ccccc1)NC(=O)CN1CCN(Cc2ccc(Cl)cc2)C1=O (centres undefined) | 14 | i | 4 | 9 | 3 | 1 | 1 | 0 | 4 | -4
Cn1c(=O)c2c(SCCN3CCOCC3)nc(C3CCCC3)nc2n(C)c1=O | 10 | i | 27 | 14 | . | 0 | 2 | 4 | 1 | 0
CCOP(=O)(c1ccccc1)C(O)c1ccc(F)cc1 (centres undefined) | 0 | i | 2 | 4 | -5 | 5 | 1 | -2 | 0 | -2
C/C(Nc1ccc(C)cc1)=C(/C#N)C(N)=O | 19 | i | 2 | -14 | -6 | -3 | -11 | 3 | -4 | 12
Nc1nc(N)c2[nH]c(-c3ccccc3)nc2n1 | -13 | i | -14 | 5 | 30 | -1 | -7 | -184 | -1 | 10
Cc1cc(C(=O)Nc2cccc(C)c2C)c2ccccc2n1 | 19 | i | 1 | -2 | -5 | -1 | 0 | 5 | 3 | 5
O=C(NCC1CCCO1)c1cc2c(s1)CCC2 (centres undefined) | 12 | i | 10 | 1 | 3 | 5 | 1 | 0 | 13 | 0
CCOC(=O)c1cc(-c2csc(-c3ccc(C(F)(F)F)cc3)n2)on1 | . | i | 20 | 3 | . | -1 | 1 | -4 | -2 | -3
O=C1CCC(C(=O)OCc2nnc(-c3ccc(Cl)cc3)o2)=NN1 | 11 | i | 1 | 1 | 2 | . | 1 | -9 | 7 | 0
COc1ccc(-n2nc(C)cc2Nc2ccccc2C(=O)O)cc1 | 26 | i | -14 | 10 | 66* | 1 | 0 | -15 | -6 | -2

Gathered by group, the compounds so far containing bromine (2)
compound | AI-2 QS modul | PolyA inhibitor | HSF1 activator | Platelet DG rel | DYRK1A inh | HSP90 inh | GSK3beta inhib | HDAC3 inh | HSF1 inhib | GSK3 alpha inh
Cn1cc(C(=O)N/N=C/c2ccc(Br)c([N+](=O)[O-])c2)c2ccccc21 | 15 | i | 55* | -1 | . | 4 | 3 | -3 | 23 | -1
O=C(N/N=C\c1ccc(F)cc1)c1ccc(Cn2cc(Br)c([N+](=O)[O-])n2)o1 | 37 | i | 6 | 3 | . | -2 | 0 | -4 | 2 | -3

High-throughput results (PubChem)
